tolC growth inh = growth inhibitors of E. coli BW25113 tolC mutant | growth inhibition, % at 10 µM (by protocol) | OD615 | AID 573 | hit rate 2.2% among 65,000;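 active means growth inhibition at or above a cutoff equal to the mean over every tested compound plus 3 SD, cut at about 60% in these data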;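 further: growth measured after 20 h incubation at 37 °C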
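signal = optical density read at 615 nm | test system = E. coli ΔtolC::kan strain BW25113 | timing = 20 h compound exposure of bacteria at 37 °C | buffer or medium = LB medium plus 50 µg/mL kanamycin | compound dosing = 10 µM final, single dose | evaluation = % inhibition of E. coli growth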
NADH coupling = inhibitors of enzymes used to reach an NAD/NADH endpoint. IC50, µM (doses to about 10 µM), inactives show top-dose inhibition. hit rate 0.02% among 65,000. coupled PK/LDH NADH assays, four targets;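 active means single-dose screening hits from any of four coupled enzyme assays that gave an IC50 when retested across doses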;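 further: the DPM-DC format reads NADH fluorescence rather than 340 nm absorbance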
Autofluor 339 = intrinsic fluorescence of library compounds, ex339/em460 – biochemical, MLSMR library, data from DPM-DC assay, artefact control, profiling panel. compound autofluorescence, ex339/em460 nm, NADH buffer; stronger effect = higher value; 1 = no-compound wells, NADH background. fluorescence fold increase at 10 µM. hit rate 5.5% among 65,000;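 active means at 10 µM, mean starting fluorescence two-fold or more over control wells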;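 further: signal is the first read of a kinetic run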
ROCK2 blocker = inhibitors of human Rho kinase 2; purified ROCK2, Kinase-Glo ATP depletion luminescence; hit rate 0.35% among 60,000; inhibition, % at 6 µM; O75116;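 active means inhibition above the screen-wide mean inhibition plus 3 SD, cut at about 18% in these data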;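 further: plate controls were DMSO wells for no effect and Y-27632 control wells after no-enzyme background subtraction for full effect; many of its hits are not listed in these tables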
Target sequence (O75116 whole entry, looked up): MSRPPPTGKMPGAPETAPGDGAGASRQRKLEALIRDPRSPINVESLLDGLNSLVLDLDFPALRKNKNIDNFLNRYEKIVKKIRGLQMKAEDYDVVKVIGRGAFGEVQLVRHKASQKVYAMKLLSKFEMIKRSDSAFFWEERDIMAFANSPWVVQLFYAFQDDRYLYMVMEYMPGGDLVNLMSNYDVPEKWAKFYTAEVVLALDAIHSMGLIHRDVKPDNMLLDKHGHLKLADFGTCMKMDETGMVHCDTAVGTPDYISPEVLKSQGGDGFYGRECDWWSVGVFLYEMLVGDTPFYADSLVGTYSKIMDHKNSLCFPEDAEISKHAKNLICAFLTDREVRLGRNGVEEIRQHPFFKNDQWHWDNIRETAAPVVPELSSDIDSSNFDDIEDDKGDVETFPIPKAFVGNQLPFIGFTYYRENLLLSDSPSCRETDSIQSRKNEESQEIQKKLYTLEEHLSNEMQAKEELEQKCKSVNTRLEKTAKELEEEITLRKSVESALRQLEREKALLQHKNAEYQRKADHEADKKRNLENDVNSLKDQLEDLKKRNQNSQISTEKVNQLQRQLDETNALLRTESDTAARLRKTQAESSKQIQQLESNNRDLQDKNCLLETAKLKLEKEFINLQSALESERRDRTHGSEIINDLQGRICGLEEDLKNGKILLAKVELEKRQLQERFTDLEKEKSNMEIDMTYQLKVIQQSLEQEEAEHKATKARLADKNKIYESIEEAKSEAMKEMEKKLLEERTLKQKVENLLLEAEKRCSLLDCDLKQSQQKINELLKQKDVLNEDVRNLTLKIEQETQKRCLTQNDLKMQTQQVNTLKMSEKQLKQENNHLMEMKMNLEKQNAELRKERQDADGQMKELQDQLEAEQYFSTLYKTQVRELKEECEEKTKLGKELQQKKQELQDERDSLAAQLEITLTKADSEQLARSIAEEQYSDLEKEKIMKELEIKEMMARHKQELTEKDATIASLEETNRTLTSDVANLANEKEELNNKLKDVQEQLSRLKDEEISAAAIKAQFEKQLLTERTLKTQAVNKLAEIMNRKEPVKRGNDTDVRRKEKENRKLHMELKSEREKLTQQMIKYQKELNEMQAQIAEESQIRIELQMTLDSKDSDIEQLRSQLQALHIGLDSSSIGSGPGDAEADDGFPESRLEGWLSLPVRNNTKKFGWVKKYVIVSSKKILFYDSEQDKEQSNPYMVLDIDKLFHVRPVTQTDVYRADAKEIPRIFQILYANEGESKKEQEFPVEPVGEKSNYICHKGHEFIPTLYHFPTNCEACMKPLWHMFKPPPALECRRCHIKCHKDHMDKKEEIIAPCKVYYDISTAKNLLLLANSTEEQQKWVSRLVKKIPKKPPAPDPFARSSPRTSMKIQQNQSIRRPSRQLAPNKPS
JNK3 blocker = JNK3 (human) kinase inhibition; purified JNK3 kinase activity, HTS; inhibition, % at 8 µM; hit rate 0.61% among 60,000; in the data active means inhibition above about 17%;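 further: 0% = DMSO and 100% = reference inhibitor; many of its hits are not listed in these tables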
HEK293 NFkB inh = inhibitors of the PMA/ionomycin-induced NF-kB reporter in HEK293 cells; AID 465; hit rate 0.21% among 62,000; inhibition, % at 3 µM; HEK-293 NF-kB luciferase reporter, luminescence;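 active means inhibition above the mean of all tested compounds plus 3 SD, cut at about 40% in these data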;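 further: 0% = stimulated DMSO wells and 100% = 10 µM reference inhibitor 5653914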
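Reagent: PMA plus ionomycin mix as NF-kB-activating stimulus. Assay system: NF-kB luciferase reporter HEK-293 cells. Technique: luminescence from luciferase substrate reagent. Incubation: 1 h compound pre-incubation, 16 h PMA/ionomycin at 37 °C. Benchmarks: DMSO only as uninhibited control, 10 µM reference inhibitor as full inhibition. Repeats: tested once.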
Abs 340nm = absorbance at 340 nm. compound absorbance at 340 nm, fold over control. fold change at 10 µM. 65,000 tested, under 10 active. AID 708;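 active means at 10 µM dose, initial 340 nm absorbance at least 2 fold that of control wells; inactive means change under 2 fold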;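 further: initial absorbance extrapolated from kinetic A340 decline of NADH oxidation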
PKA kinase inh = PKA (human) kinase inhibition | P17612 | inhibition, % at 6 µM | hit rate 0.1% among 65,000 | PKA Kemptide phosphorylation, Kinase-Glo ATP luminescence;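 active means inhibition above the screen-wide mean inhibition plus 3 SD, cut at about 21% in these data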; further: many of its hits are not listed in these tables
MMP13 inh = inhibitors of human MMP13. P45452. MMP-13 fTHP FRET cleavage, Mca fluorescence. inhibition, % at 4 µM. hit rate 0.07% among 65,000. AID 570;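 active means inhibition above the mean of compound-free control plate wells plus 3 SD, cut at about 14% in these data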;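 further: 0% = DMSO wells and 100% = wells with reference MMP-13 inhibitor after basal subtraction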
Numbers without * were called inactive; nt = no result given; [ ] = another dose, or the depositor's remark. This is a subset. The share of hits here may be higher or lower than overall.

SMILES	tolC growth inh	NADH coupling	Autofluor 339	ROCK2 blocker	JNK3 blocker	HEK293 NFkB inh	Abs 340nm	PKA kinase inh	MMP13 inh
O=C(C1CC1)N1CCc2cc(Br)cc(S(=O)(=O)N3CCOCC3)c21	14	2%	1.1	nt	nt	5	1	8	3
CCn1cnc2sc(C(=O)N(Cc3ccc(N(C)C)cc3)Cc3ccco3)c(C)c2c1=O	5	5%	1	0	-5	13	1	-4	0
O=C(Nc1ccccn1)c1cccc(S(=O)(=O)N2CCOCC2)c1	-12	7%	0.95	4	11	-1	1	3	-4
CCn1cc(C(=O)NC2CCCC2)c(=O)c2cc(S(=O)(=O)N3CCOCC3)ccc21	4	7%	1.2	7	1	18	1.1	10	2
O=C(CSc1nnc(-c2cccs2)o1)OCc1ccccc1	-26	3%	1.1	1	6	16	0.98	-4	6
CCc1nnc(NC(=O)CSc2nnc(COc3ccc(C)cc3)n2-c2ccccc2)s1	11	9%	1.1	5	0	17	1	2	6
O=C(CN1C(=O)C2C3C=CC(C3)C2C1=O)NCc1ccc2c(c1)OCO2 (stereo unspecified)	-23	4%	1.1	3	3	22	0.99	6	1
O=C(CN1C(=O)c2ccccc2C1=O)OCN1C(=O)c2ccccc2C1=O	9	4%	1.1	-7	7	nt	0.93	0	3
Cc1ccc2nc(NC(=O)C3CCN(S(=O)(=O)c4ccc5c(c4)oc(=O)n5C)CC3)sc2c1	33	2%	1.1	2	-1	9	1.1	5	-6
O=C(CN1C(=O)c2ccccc2S1(=O)=O)NCCC1=CCCCC1	15	5%	1.1	nt	nt	0	1.1	6	-1

Given with values under each structure: 4 of the compounds above
Sequence of screens – tolC growth inh, NADH coupling, Autofluor 339, ROCK2 blocker, JNK3 blocker, HEK293 NFkB inh, Abs 340nm, PKA kinase inh, MMP13 inh
O=C(Nc1ccccn1)c1cccc(S(=O)(=O)N2CCOCC2)c1
    -12, 7%, 0.95, 4, 11, -1, 1, 3, -4
CCn1cc(C(=O)NC2CCCC2)c(=O)c2cc(S(=O)(=O)N3CCOCC3)ccc21
    4, 7%, 1.2, 7, 1, 18, 1.1, 10, 2
O=C(CSc1nnc(-c2cccs2)o1)OCc1ccccc1
    -26, 3%, 1.1, 1, 6, 16, 0.98, -4, 6
CCc1nnc(NC(=O)CSc2nnc(COc3ccc(C)cc3)n2-c2ccccc2)s1
    11, 9%, 1.1, 5, 0, 17, 1, 2, 6

Remaining list, next part.
SMILES	tolC growth inh	NADH coupling	Autofluor 339	ROCK2 blocker	JNK3 blocker	HEK293 NFkB inh	Abs 340nm	PKA kinase inh	MMP13 inh
COc1ccccc1-c1cc(C(=O)N2CCN(c3ccccc3OC)CC2)no1	64*	5%	1.2	-2	7	17	1	-2	3
CCC(C)(NC(=O)c1ccccn1)C(=O)NC1CCCCC1 (stereo unspecified)	-7	4%	1.1	-1	0	-6	0.99	2	0
CCOC(=O)c1ccccc1NC(=O)c1cccs1	4	4%	1.1	3	11	10	1	4	-6
CC(=O)N(c1c(C)n(C)n(-c2ccccc2)c1=O)C1(C(=O)NC2CCCC2)CCCCC1	-2	3%	1.1	nt	nt	6	1.1	4	6
COc1ccccc1NC1SC(=O)N(c2ccccc2)C1=O (stereo unspecified)	-15	6%	0.89	5	-2	16	1.1	11	3
CCc1ccc2c(CN(CC)Cc3nc4ccccc4c(=O)[nH]3)cc(=O)oc2c1	5	2%	1	6	-2	9	0.99	12	2
CN1C(=O)OC2(C)CCc3ccccc3C12C (stereo unspecified)	-14	10%	1.1	-2	-12	-2	1	2	2
COC(=O)c1cccc(NC2CC(=O)N(c3ccc(OC)c(OC)c3)C2=O)c1 (stereo unspecified)	-4	8%	1.7	11	-2	8	0.99	14	-11
O=C(CCc1ccccc1)NC1CCSC1=O (stereo unspecified)	-13	1%	1.1	2	-5	6	1	-4	-5
N=c1c[n+](N2CCOCC2)[n-]o1	14	3%	1	8	-3	nt	0.98	0	-12
Cn1c(-c2ccc(F)cc2)cnc1NCc1ccc(C#N)cc1	-12	6%	1	9	-1	-4	1	5	1
COc1ccccc1S(=O)(=O)Cc1ccc(C(=O)NCCN(C)C)o1	-12	4%	1.1	-1	4	4	1	6	3
COc1ccc(CC2CCOC2=O)cc1 (stereo unspecified)	6	4%	1.1	6	-4	-10	1	11	2
O=C(c1cc2c(s1)-c1ccccc1OC2)N1CCN(c2ccccn2)CC1	5	4%[fluoresces]	2.1*	5	6	0	1.1	3	-38
COc1ccccc1-c1nc(S(=O)(=O)c2ccc(Cl)cc2)c(N(C)C)o1	3	6%	0.98	7	-3	0	1.1	8	2
CN(Cc1ccccc1)Cc1nc2c(c(=O)n(C)c(=O)n2C)n1CCCc1ccccc1	100*	3%	1.1	-4	3	-8	1	-3	1
COc1cccc(OC)c1C(=O)N1CCN(Cc2ccccc2C(F)(F)F)CC1	14	8%	1.1	-1	1	20	1	4	1
COc1ccccc1OCc1ccc(C(=O)NC(C)(C)C)o1	-7	6%	1.1	15	0	14	0.99	11	1
Cc1nc(C)c(-c2csc(Nc3cccnc3)n2)s1	4	12%	1.3	10	-3	4	1	0	-2
COc1ccccc1CN1C(=S)SC(C)(C)C1NO (stereo unspecified)	26	3%	1	3	-3	17	0.98	-2	3
CCN(CC)C(=O)COc1ccc(-c2nnc(N3CCCCC3)c3ccccc23)cc1	23	6%	1.2	2	2	21	1.1	15	1
CC1CCN(C(=O)Cn2cc(C(=O)c3ccco3)c3ccccc32)CC1	13	7%	1.1	3	3	13	1.2	9	-2
COc1ccccc1C(=O)N1CCN(c2cccc(Cl)c2)CC1	7	4%	1.1	nt	nt	40*	0.97	9	3
O=C(NC1CCCCC1)C1CCCN1C(=O)NCc1ccccc1 (stereo unspecified)	-22	3%	1.1	2	2	4	0.99	2	-9
Cn1c(C(=O)NCC2CCCO2)cc2oc3ccccc3c21 (stereo unspecified)	12	6%	1	1	2	-19	1.1	8	2
COc1ccc(C)cc1NC(=O)CNC(=O)Cn1ccc2ccccc2c1=O	7	3%	1.1	nt	nt	25	0.99	-2	-1
Cc1cccc(N2CCN(C(c3ccccc3)c3nnnn3CC3CCCO3)CC2)c1C (stereo unspecified)	6	4%	1	-1	1	15	1	-5	4
COc1cc(NC(=O)CCN2CCN(Cc3ccccc3)CC2)cc(OC)c1	15	2%	1.1	nt	nt	nt	1.1	nt	nt
CC(C)[C@H](NC(=O)NC1CCCC1)C(=O)O	-27	3%	1.1	6	-2	7	1	8	4
O=c1c2c(nc3cc(-c4ccccc4)[nH]n13)CCC2	-10	12%	3.4*	-5	-7	-39	0.99	1	-47
O=C(Nc1ccc2oc(-c3ccccc3)nc2c1)c1cccnc1	25	8%	1.3	4	6	-13	1	9	7
CC(=O)Oc1ccc2oc(=O)c3c(c2c1)CCCN3C(=O)CN1CCN(c2ncccn2)CC1	3	11%	0.83	11	0	-7	1.1	9	-6
O=C1CC(C2CCCO2)C(=O)N1c1cccc(Cl)c1 (stereo unspecified)	-4	0%	1.1	8	9	22	1	4	-8
O=C1CC(c2nc3ccccc3[nH]2)CN1c1ccccc1F (stereo unspecified)	-3	3%	1.1	-4	-2	5	1.1	2	-1
S=C(c1ccc(N2CCOCC2)cc1)N1CCCCC1	-9	3%	0.99	0	1	8	0.99	-2	6
Cc1cccn2cc(-c3ccccc3)nc12	6	2%	1.4	0	8	-36	1	-6	-28
COc1ccc(-c2nc(SCC(=O)N3CCOCC3)n[nH]2)cc1	-1	4%	1.1	8	-1	24	1	10	7
Cc1ccc2c(c1)cc(CN(Cc1ccc3c(c1)OCO3)S(=O)(=O)c1ccccc1)c1nnnn12	21	3%	1.8	6	1	12	1	4	0
O=C(CN(CCc1ccccc1)C(=O)CNS(=O)(=O)c1ccccc1)NCc1ccco1	1	6%	1.1	0	-8	10	1	1	0
Cc1ccc(C(=O)c2nocc2C(=O)c2cccs2)cc1	31	6%	1.1	0	2	23	0.98	6	1
COc1ccc(N(CC(=O)Nc2nccs2)S(=O)(=O)c2c(C)nn(C)c2C)cc1	-8	6%	1	4	-1	-2	1	6	1
Nc1nonc1C(=O)OCC(=O)N1CCOCC1	-17	6%	1	1	-1	11	1	4	8
Cc1cc(C(=O)CN2C(=O)NC(Cc3c[nH]c4ccccc34)C2=O)c(C)n1C (stereo unspecified)	-2	2%	1.1	6	-4	4	1	5	0
COc1cccc2[nH]c3c(N4CCCCC4)ncnc3c12	17	7%[fluoresces]	3.7*	0	-13	-4	1.1	7	-23
CCN(C(=O)COC(=O)C(Cc1ccccc1)N1C(=O)c2ccccc2C1=O)C1CCS(=O)(=O)C1 (stereo unspecified)	12	5%	1.1	nt	nt	11	1	1	1
COC(=O)C(C#N)C(c1cccnc1)c1c(C)[nH][nH]c1=O (stereo unspecified)	3	1%	1	7	-4	0	1.1	10	1
O=C(c1cccn2c(=O)c3ccc(Cl)cc3nc12)N1CCN(Cc2ccc3c(c2)OCO3)CC1	13	15%[fluoresces]	4.9*	nt	nt	13	1.1	10	-6
CC1Cc2nc(SCC(=O)NCCc3ccccc3)n(C)c(=O)c2S1 (stereo unspecified)	-10	6%	1	3	2	7	1.1	-1	4
O=C(CCN1C(=O)COc2ccccc21)NCCN1CCOCC1	4	0%	1.1	3	-8	4	1.1	7	0
COc1ccc(OC)c(-c2cc(C(=O)Nc3c(C)nn(Cc4ccc(Cl)cc4)c3C)no2)c1	40	4%	1.7	4	-4	18	1	13	-8

(continued)
SMILES	tolC growth inh	NADH coupling	Autofluor 339	ROCK2 blocker	JNK3 blocker	HEK293 NFkB inh	Abs 340nm	PKA kinase inh	MMP13 inh
CN1CCN(C(=O)C2CCCCC2C(=O)O)CC1 (stereo unspecified)	-18	1%	0.88	5	-3	14	1	8	-9
O=C(OCc1c(Cl)cccc1Cl)c1ccccn1	6	1%	1.1	nt	nt	13	1	8	7
O=C1CC(N2CCN(c3ccccc3Cl)CC2)C(=O)N1c1ccc(F)cc1 (stereo unspecified)	0	3%	1.1	4	5	17	1	8	-2
COC(=O)CSc1nnc(-c2ccc(S(=O)(=O)N3CCCCC3)cc2)o1	-20	8%	1.2	-2	-5	7	1	4	-1
COC(=O)c1ccc(N2C(=O)CC(NCc3ccccc3)C2=O)cc1 (stereo unspecified)	-17	0%	1.1	3	0	14	1.1	2	3
COc1ccc(S(=O)(=O)N2CCC(NC(=O)Nc3ccc(C)cc3)CC2)cc1	4	6%	1.1	2	-3	2	0.97	-3	0
Nn1c(SCC(=O)N2CCCc3ccccc32)nnc1-c1ccccc1	-2	3%	1.1	4	-1	-12	1	7	2
CCc1nc(NCC2CCCO2)c2oc3ccccc3c2n1 (stereo unspecified)	11	8%	0.93	-4	3	4	1	6	-3
COc1ccc(-c2cc(C(=O)Nc3ccc(C)cc3)no2)cc1	-3	4%	1.5	nt	nt	16	1	-6	4
Cc1ccc2c(c1)cc(CN(Cc1ccco1)C(=O)COc1ccccc1)c1nnnn12	36	6%	1.1	1	3	8	1	7	2
CN1CCN(C(=O)c2cccc(COc3cc(Cl)ccc3Cl)c2)CC1	20	2%	1.1	6	-2	-22	1	8	0
CCn1nc(C)c(NC(=O)c2cc(Br)ccc2Cl)c1C	3	3%	1	7	2	14	1	8	1
CC(C)OCC(O)CSc1ccccn1 (stereo unspecified)	-13	3%	1.1	3	-3	17	0.97	9	1
CCC(NC(=O)c1ccccc1NC(=O)c1ccco1)C(=O)NC1CCCCC1 (stereo unspecified)	4	0%	1.1	1	-4	-9	1	3	3
O=C(c1cccnc1NCc1ccccc1)N1CCOCC1	-26	4%	1.1	1	2	19	1	1	-4

Assay outcomes as filed in PubChem.
